MC4R antag cAMP: human MC4R antagonism in cAMP assay; inhibition, % at 6.5 µM; MC4R-expressing cells, MTII-stimulated cAMP, LANCE TR-FRET; hit rate 0.48% among 360,000; P32245;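 active means inhibition above its plate's cutoff, the mean of tested wells on that plate plus 3 SD, cut at about 29% in these data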;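 further: 0% = Melanotan II alone and 100% = Melanotan II plus saturating MCL0020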
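system = U2OS cells with stable human MC4R expression | also added = Melanotan II challenge after compound preincubation | dosing = one concentration, 6.5 µM nominal | incubation = compound 30 min, challenge 1 h, detection 1 h | measured by = TR-FRET with Eu-cAMP and labeled anti-cAMP, 671 nm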
Exocytosis inh: lytic granule exocytosis inhibition | TALL-104 LAMP-1 surface exposure, flow cytometry; cells stimulated with thapsigargin and PMA | inhibition, % at 10 µM | hit rate 0.66% among 360,000 | AID 651702;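 active means inhibition above about 55%, limit read from the data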
m5-HT2A agonist: mouse HTR2A agonism via beta-arrestin recruitment | P35363 | CHO-K1 mHTR2A beta-arrestin complementation, luminescence; percent of 30 µM serotonin response | activation, % at 7.6 µM | hit rate 0.66% among 360,000;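 active means activation above a run cutoff, the mean activation of all tested compounds plus 3 SD, cut at about 14% in these data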;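 further: 0% = plate median of compound wells and 100% = 30 µM serotonin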
ABHD5 PLIN5 PPI: blocks binding of human ABHD5 to perilipin-5. Q00G26+Q8WTS1. Split G. princeps luciferase complementation, luminescence, 4 h. inhibition, % at 4 µM. hit rate 0.78% among 360,000. AID 602281;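 active means inhibition above the mean inhibition across every tested compound plus 3 SD, cut at about 22% in these data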;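 further: 0% = DMSO only wells and the 100% control is not disclosed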
Target sequence (Q00G26 whole entry, looked up): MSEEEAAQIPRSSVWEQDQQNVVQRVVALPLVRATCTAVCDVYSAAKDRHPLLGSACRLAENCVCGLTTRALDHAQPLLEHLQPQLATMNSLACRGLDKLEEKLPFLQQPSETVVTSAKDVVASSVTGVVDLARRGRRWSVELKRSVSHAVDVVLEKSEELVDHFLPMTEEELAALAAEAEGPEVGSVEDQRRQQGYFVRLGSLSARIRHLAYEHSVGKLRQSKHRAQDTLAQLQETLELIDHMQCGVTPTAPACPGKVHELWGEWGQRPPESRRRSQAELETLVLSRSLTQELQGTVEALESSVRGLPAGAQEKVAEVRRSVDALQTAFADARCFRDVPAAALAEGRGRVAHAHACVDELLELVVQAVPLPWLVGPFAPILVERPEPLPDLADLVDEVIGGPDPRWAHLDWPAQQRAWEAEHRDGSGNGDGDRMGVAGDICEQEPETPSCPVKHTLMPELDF
Target sequence (Q8WTS1 whole entry, looked up): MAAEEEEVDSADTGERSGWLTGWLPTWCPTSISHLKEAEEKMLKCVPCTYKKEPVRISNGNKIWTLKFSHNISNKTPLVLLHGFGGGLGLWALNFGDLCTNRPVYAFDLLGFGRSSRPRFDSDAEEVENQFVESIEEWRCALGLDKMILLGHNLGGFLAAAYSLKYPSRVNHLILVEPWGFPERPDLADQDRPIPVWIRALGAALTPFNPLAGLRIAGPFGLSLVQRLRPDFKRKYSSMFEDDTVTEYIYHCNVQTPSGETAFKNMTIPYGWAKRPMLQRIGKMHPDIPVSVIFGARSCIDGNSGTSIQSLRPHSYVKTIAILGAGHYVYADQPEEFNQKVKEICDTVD
PDI turbidity: inhibitors of human protein disulfide isomerase. P07237. PDI insulin aggregation turbidity, A650, 90 min. inhibition, % at 10 µM. hit rate 0.052% among 350,000;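 active means mean inhibition across replicates of 30% or more, whatever share of single replicates reach that level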;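 further: absorbance from insulin aggregation driven by PDI reduction with DTT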
CaV13 ICDI inh: Primary screen for inhibitors of IQ motif and Ca2+-dependent inactivation inhibitor domain binding in CACNA1D, Förster resonance energy transfer in living cells, …. hit rate 0.098% among 340,000. AID 743397. inhibition, % at 12.3 µM. HEK cells, CFP/YFP FRET ICDI-IQ, plate reader, 10 min; percent FRET-ratio fall versus neutral wells;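 active means mean replicate inhibition of at least 30% and at least 1% of replicates passing that level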;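 further: 0% = median of the neutral control wells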
ABCB6 inh MLPCN: inhibitors of human ABC transporter ABCB6. hit rate 0.19% among 360,000. Q9NP58. fluorescence ratio to DMSO, % at 10 µM. K562-ABCB6 porphyrin accumulation, flow cytometry, 1 h; active compounds read low;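 active means fluorescence ratio to DMSO below 75%, the collection mean minus 3 SD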;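 further: signal is porphyrin accumulated inside mitochondria; 100% equals median channel fluorescence of DMSO control wells; lower ratio means ABCB6 inhibition with less porphyrin fluorescence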
H9c2 protect: protects H9c2 cardiomyocytes from peroxide injury | H2O2 injury protection, ATPLite, 2 h | protection from H2O2 cell death, % at 20 µM | hit rate 0.63% among 360,000 | AID 588492;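 active means compounds giving at least 50% protection of heart cells from peroxide-induced death in the single-dose screen, raw or plate-pattern-corrected value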;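 further: 0% = DMSO wells with peroxide and 100% = DMSO wells without peroxide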
MC4R barr agon: human MC4R agonism via beta-arrestin. P32245. U2OS MC4R beta-arrestin complementation, luminescence; percent of melanotan II response, DMSO zero. activation, % at 8.9 µM. hit rate 0.98% among 360,000. AID 540308;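 active means activation above a per-plate cutoff, the mean activation of sample wells on that plate plus 3 SD, cut at about 8% in these data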
N-glyco inh: blocks N-linked glycosylation in D54 reporter cells; D54 ERlucT glycosylation luciferase reporter, 24 h; percent of 100 nM tunicamycin response; AID 588692; hit rate 0.23% among 360,000; reporter increase, % at 12.5 µM;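 active means mean luciferase reporter signal, scaled so untreated is 0 and the glycosylation-blocking control 100, at or above a set limit in every replicate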;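 further: luciferase carries N-glycosylation sites so blocking glycosylation raises the light; 0% = median of neutral control wells and 100% = median of 100 nM tunicamycin wells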
* hit, by the source's call; / = not tested or not shown.

SMILES	MC4R antag cAMP	Exocytosis inh	m5-HT2A agonist	ABHD5 PLIN5 PPI	PDI turbidity	CaV13 ICDI inh	ABCB6 inh MLPCN	H9c2 protect	MC4R barr agon	N-glyco inh
Cc1nn(C)c(C(=O)N2CCc3ccccc32)c1Cl	13	0	-4	-7	2	-5	103	1	0.0	-1
CC1CC(C)CN(c2ncnc3c2cnn3C)C1 (configuration not stated)	3	1	-4	-7	-2	5	101	4	-0.4	2
CC1CCCCN1S(=O)(=O)c1ccc(S(=O)(=O)N2CCN(c3ccc(F)cc3)CC2)cc1 (configuration not stated)	-1	-6	1	1	3	-8	95	-5	0.0	-1
CCOc1ccc(-c2nc(C)sc2CC(=O)O)cc1	5	-2	1	-8	-10	-8	102	4	0.3	0
CCOc1cc(C2NN=C(c3ccccc3)S2)ccc1OCc1ccc(F)cc1 (configuration not stated)	4	-1	1	1	-4	-4	91	-10	0.8	-2
O=C(c1ccc2c3c(cccc13)CC2)C1CCCN(C(=O)c2cccnc2)C1 (configuration not stated)	16	-1	1	9	4	-3	104	-5	-1.8	-1
COc1ccc(S(=O)(=O)Cc2ccccc2)cc1N	4	0	0	6	-10	-6	107	1	0.4	2
CCc1ccccc1S(=O)(=O)Cc1ccc(C(=O)NC(C)C)o1	2	1	-1	-3	/	-3	101	3	0.2	-1
CN(C)Cc1nc2ccccc2c(=O)n1Cc1nc(-c2cccc([N+](=O)[O-])c2)cs1	4	1	-8	-3	-2	-1	96	9	0.6	6
CCCCN(C(C)=O)c1ccc(S(=O)(=O)NC2=NCCCCC2)cc1NC(C)=O	3	-5	11	6	-9	-5	96	3	1.6	5
CCC(C)(C)NC(=O)C(c1ccco1)N(C(=O)CNC(=O)c1cccs1)c1cccnc1 (configuration not stated)	5	3	0	7	4	-4	99	-5	2.5	2
O=C(NCCCn1ccnc1)C(=O)NCC1OCCN1S(=O)(=O)c1cc(F)ccc1F (configuration not stated)	1	1	2	-1	6	-4	100	5	-0.3	0

Random excerpt: 3 entries already listed.
SMILES	MC4R antag cAMP	Exocytosis inh	m5-HT2A agonist	ABHD5 PLIN5 PPI	PDI turbidity	CaV13 ICDI inh	ABCB6 inh MLPCN	H9c2 protect	MC4R barr agon	N-glyco inh
Cc1nn(C)c(C(=O)N2CCc3ccccc32)c1Cl	13	0	-4	-7	2	-5	103	1	0.0	-1
CC1CC(C)CN(c2ncnc3c2cnn3C)C1 (configuration not stated)	3	1	-4	-7	-2	5	101	4	-0.4	2
O=C(NCCCn1ccnc1)C(=O)NCC1OCCN1S(=O)(=O)c1cc(F)ccc1F (configuration not stated)	1	1	2	-1	6	-4	100	5	-0.3	0

(further entries)
SMILES	MC4R antag cAMP	Exocytosis inh	m5-HT2A agonist	ABHD5 PLIN5 PPI	PDI turbidity	CaV13 ICDI inh	ABCB6 inh MLPCN	H9c2 protect	MC4R barr agon	N-glyco inh
CN(C)c1ccc(NC(=O)CSc2nc(N)c(C(=O)Nc3ccc(N(C)C)cc3)s2)cc1	0	-1	2	-5	-6	-3	84	-14	-1.7	-3
CC(C)Nc1nc(NCCO)nc2ccccc12	/	23	2	-6	/	-7	98	/	/	/
O=C(CSc1ncn[nH]1)N1N=C2/C(=C/c3ccco3)CCCC2C1c1ccco1 (configuration not stated)	0	1	3	8	2	-3	93	-4	-0.3	-6
CCCC(C)C(=O)N(Cc1ccccc1)c1ccccn1 (configuration not stated)	-4	-1	0	-7	5	-9	106	1	1.6	-3
CC(C)C[C@@H](C(=O)NC1CC1)N1C(=O)N2CCc3c([nH]c4ccccc34)[C@@]2(C)C1=O	5	1	-10	-7	/	/	101	2	0.1	0
Cn1nnnc1Sc1ncnc2scc(-c3ccsc3)c12	14	-4	-4	9	9	-10	102	2	-1.1	-11
CN(C(=O)COC(=O)COc1ccc(Cl)cc1)C1CCCCC1	-5	-4	-6	1	-1	/	106	5	-0.3	-3
COc1ccccc1C(=O)NC(CCSC)C(=O)NCCCn1nc(C)cc1C (configuration not stated)	3	1	-6	-6	-7	-2	102	4	-1.6	-1
C#Cc1cccc(C(=O)N2CCCC(CCC(=O)NCc3ccccc3F)C2)c1 (configuration not stated)	4	-6	5	6	-1	-3	94	-2	-0.2	-1
CCOCCn1c(=O)c2c(nc3n2CCN3c2ccc(C)cc2)n(C)c1=O	/	-6	/	/	10	-1	95	/	/	3
O=C(Cn1nnc(-c2cccs2)n1)N1CCOCC1	-3	0	8	4	-2	6	93	7	1.6	-1
O=C(COc1ccc(Cl)cc1)NCc1nnc(SCC(=O)NC2CCCC2)o1	0	2	5	-3	12	/	88	3	0.9	3
Cn1c(CN2CCOCC2)nnc1SCC(=O)Nc1cc(Cl)ccc1Cl	20	4	1	10	5	-3	98	5	-0.7	1
Cc1ccc(N(CC(=O)NCc2ccco2)C(=O)CCC(=O)Nc2nccs2)c(C)c1	9	5	3	1	-1	-17	97	4	-1.2	3
CCNC(=O)NC(=O)C(C)Sc1nc2ccccc2c(=O)n1-c1cccnc1 (configuration not stated)	3	-8	1	10	11	-6	97	5	0.0	-1
S=C(Nc1ccc(Cl)cc1Cl)N1CCCC1	0	-1	-3	0	-7	-3	109	2	-0.9	1
O=C(CSc1nccn1-c1cccc(F)c1)NC1CCCC1	-1	0	5	3	-4	-3	90	1	1.4	-1
O=C(C1CCCCC1)N1C[C@H](n2cc(C3CC3)nn2)[C@@H](O)C[C@@H]1c1ccccc1	15	-4	-2	-1	5	-11	98	2	-2.0	1
O=C1CCCCC1Oc1ccc2ccc(=O)oc2c1 (configuration not stated)	13	-5	-7	2	-5	-20	97	7	0.3	-5
COc1ccc(-c2ccc3c(c2)C2CC3CCN2C(=O)C2CCCCC2)cc1 (configuration not stated)	-2	20	0	-7	-2	-5	96	-34	-2.4	-2
CCC(Sc1nc2c(c(=O)n1CC)SC(C)C2)C(=O)OC (configuration not stated)	12	-3	-3	2	/	-4	101	10	-0.7	0
CCN1CCN(c2ccc(S(=O)(=O)N3CCCCC3)cc2NC(=O)c2ccc(OC(F)F)cc2)CC1	7	2	-4	0	-4	-5	101	2	2.9	-4
COc1ccc(OC)c(/C=C/c2ccnc3ccccc23)c1	-3	3	-3	2	6	-8	100	3	-1.1	11
CN(CCO)C(=O)c1cccc2c1-c1ccccc1C2=O	9	-2	3	-1	-3	-7	93	-2	-0.7	2
COc1cccc(C2SCC(=O)N2c2ccc(Cl)cc2)c1OC (configuration not stated)	5	0	-4	-2	9	-4	97	-4	-0.5	-1
CCOC(=O)C1=C(C)N(C)C(=O)NC1c1cc2c(cc1Br)OCO2 (configuration not stated)	1	0	0	4	2	-5	96	2	-0.2	3
CN(C)CCSc1nc(N)c2c3c(sc2n1)COC(C)(C)C3	14	-1	4	-2	0	-6	99	2	-0.6	-5
COc1ccc(CC(=O)N2CCN(C(=O)Cc3ccc(OC)cc3)CC2)cc1	1	0	-2	-4	6	-5	92	8	-1.1	-2
Cc1cccc(S(=O)(=O)NC(=O)C2(C)CCN2C(=O)Cc2cccs2)c1 (configuration not stated)	8	-5	1	3	15	-17	96	1	-0.1	2
CSc1ccc(Cn2c(C)c(C(=O)NCc3cccc(C)c3)sc2=O)cc1	8	1	-10	-1	-9	-9	96	-5	-0.6	-7
COc1ccc(OC)c2[nH]c(=O)c(CCNC(=O)C(C)C)cc12	0	4	-6	3	5	-7	100	20	-0.8	0
Cc1c(C(=O)N2CCOCC2)cc(C(C)(C)C)n1-c1ccccc1	16	-1	-4	-4	1	-5	97	7	1.3	-1
COc1ccc(C(C(=O)NC(C)(C)C)N(C(=O)CCC(=O)Nc2cc(C)on2)c2ccccc2F)cc1 (configuration not stated)	30*	2	0	-1	-9	-2	93	-1	1.6	1
Cc1cc(N2C(=O)C(O)=C(C(=O)c3cccs3)C2c2cccc(O)c2)no1 (configuration not stated)	2	0	1	-7	-1	-5	97	2	-1.1	0
Cc1cccc(C)c1NC(=O)C(c1ccncc1)N1CCN(C)CC1 (configuration not stated)	/	-2	-1	2	/	-14	/	/	/	/
Cc1nn(C)c(C)c1CCC(=O)NC1CC(C)(C)Cc2c1cnn2-c1ccccc1 (configuration not stated)	12	-1	-1	3	-2	-5	100	2	-1.6	-3
CCOc1ccc(S(=O)(=O)N2CCN(CC)CC2)cc1NC(=O)c1ccccc1F	0	13	-1	-2	-20	-4	92	1	0.5	1
O=C1/C(=C/c2cccnc2)Cc2ccc(Cl)cc21	11	8	-4	3	2	-9	92	-19	-2.9	0
CCSc1ccccc1C(=O)NCc1ccc(OC)cc1	5	-4	4	5	1	-3	92	-2	-0.7	-1
Cc1cccc(Nc2cc(C)nc3ccccc23)c1	2	12	1	6	-2	-3	100	-6	0.7	8
COc1cccc(/C=N/NC(=O)CNC(=O)COc2ccccc2)c1O	10	-7	-2	3	4	-6	97	29	-2.4	-3
COc1ccc(NS(=O)(=O)c2cccc(C(=O)N/N=C/c3ccccc3OC)c2)cc1	-41	5	-3	-10	1	/	98	-10	-2.8	3
CCc1nc2ccc(C(=O)Nc3ccc(NC(C)=O)cc3)cc2nc1CC	3	-2	-3	-2	-3	-3	83	23	-3.3	3
O=S(=O)(Nc1ccc(F)cc1)c1ccc(NS(=O)(=O)c2cccs2)cc1	5	-7	2	0	-2	-2	100	3	1.1	2
CC1(C)CC(=O)C2=C(C1)c1c(ccc3ccccc13)NC2c1ccco1 (configuration not stated)	9	-2	-6	6	7	-10	108	1	1.7	1
CCN(CC)c1ccc(C(=O)NNC(=O)CN2C(=O)NC3(CCCCC3)C2=O)cc1	6	0	2	0	8	-5	92	-1	-2.6	-1
C=CCOc1ccc(CNn2c(C)n[nH]c2=S)cc1OC	-5	-1	0	-1	-1	/	98	-5	1.6	0
CCCCN(C)CCN1C(=O)C2C(C(=O)Nc3ccc(Cl)cc3)C3C=CC2(O3)C1C(=O)NC1CCCCC1 (configuration not stated)	2	-10	-1	-7	-2	-4	95	7	-0.6	0
CSc1nc(O)c(Nc2cccc(Cl)c2)c(=O)[nH]1	-8	3	11	-3	-4	-20	96	1	2.4	3
O=C(O)/C=C/c1ccc2ccccc2n1	10	1	-4	14	15	-5	101	14	-1.7	-2
Cn1c(SCC(=O)NC2CC2)nnc1C1CC1	2	0	2	-1	8	-4	99	2	-1.5	2
CCn1c(N2CCN(CC(=O)Nc3cccc(C)c3C)CC2)nc2ccccc21	2	-1	-3	2	13	-4	94	-1	-0.3	0
COc1ccc(C(C(=O)NC2CCCCC2)N(C(=O)c2ccco2)c2ccccc2C(C)=O)cc1OC (configuration not stated)	3	-6	4	4	4	-3	96	4	1.1	1
O=[N+]([O-])c1ccc(N=Nc2ccc(O)c3ccccc23)cc1	-2	-3	-1	-10	14	/	213	-26	-1.3	-6
C/C=C/Cn1cccc(C(=O)Nc2ccc(OC)cc2)c1=O	7	0	1	-3	0	-5	104	5	-0.1	3
CC(C)c1ccc(CCNC(=O)CCNC(=O)c2ccc(Br)cc2)cc1	-2	-2	-6	2	-1	-5	90	-4	-0.2	0

Bioassay records from PubChem BioAssay.
